# Giardia kill – Small Molecules that selectively kill Giardia lamblia: qHTS; Giardia lamblia trophozoite viability; activity change, % at 7.66 µM, hits read low; 340,000 tested, 0.15% active; AID 540267, 2011; in the data active means activity change below about -80%; inconclusive means between about -30% and that limit;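 further: parasites exposed to compound for two days anaerobically before the ATP read; on the % scale 0 is the no-effect control and ±100 the full control effect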
#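 Luminescent ATP signal served as the viability read-out, measured 15-30 min after adding ATP detection reagent to trophozoites that had been incubated with compounds for 48 hrs at 37 deg C anaerobically at 100 cells/well.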
# KCNH2 WT inh – qHTS for Inhibitors of KCHN2 3.1: Wildtype qHTS; U2OS, BacMam KCNH2, thallium flux FluxOr; hits give low values; activity change, % at 1.84 µM; 340,000 tested, 0.37% active;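 active means maximum activity change below -70%; inconclusive means maximum activity change between -70% and -50%; inactive means maximum activity change above -50%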; further: on the % scale 0 is the no-effect control and ±100 the full control effect
#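 U2OS cells transduced with wild-type KCNH2 virus are loaded with FluxOr dye for 45 min, and thallium flux is measured in kinetic reads before and after stimulation buffer. Rate constants are normalized to DMSO controls.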
# PKM2 act – qHTS Assay for Activators of Human Muscle isoform 2 Pyruvate Kinase; purified PKM2, Kinase-Glo ATP luminescence, activation; response scale: 0% is enzyme alone, no compound; Potency, µM (series often up to 57.5 µM), for inactives: at the highest dose activation, usual class: activators; 260,000 tested, 0.34% active; AID 1631, 2009; further: potency means the concentration at half of the fitted maximal effect; on the % scale 0 is the no-effect control and ±100 the full control effect; nearly all actives have a fitted effect of over 55% in size
# Target sequence (P14618 whole entry, looked up, canonical isoform): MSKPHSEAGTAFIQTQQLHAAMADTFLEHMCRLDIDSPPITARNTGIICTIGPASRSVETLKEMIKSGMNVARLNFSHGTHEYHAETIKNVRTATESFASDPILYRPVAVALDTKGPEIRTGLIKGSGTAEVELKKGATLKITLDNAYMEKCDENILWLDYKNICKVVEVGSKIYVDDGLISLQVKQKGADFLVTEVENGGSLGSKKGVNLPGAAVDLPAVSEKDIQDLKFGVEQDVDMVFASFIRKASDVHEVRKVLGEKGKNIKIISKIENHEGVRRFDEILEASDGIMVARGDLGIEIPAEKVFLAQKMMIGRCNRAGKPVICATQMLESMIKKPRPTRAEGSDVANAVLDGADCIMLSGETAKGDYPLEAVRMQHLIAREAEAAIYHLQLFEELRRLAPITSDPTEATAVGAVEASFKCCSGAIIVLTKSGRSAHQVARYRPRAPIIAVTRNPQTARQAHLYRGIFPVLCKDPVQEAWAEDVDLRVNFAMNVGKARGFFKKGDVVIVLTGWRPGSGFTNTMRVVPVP
#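 ATP formation by purified human PK-M2, quantified via coupled luciferase luminescence after 1 h at room temperature with 0.1 mM ADP and 0.5 mM PEP final.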
# B2AR arrestin – qHTS assay of beta-arrestin-biased ligands of beta2-adrenergic receptor; Beta-2 adrenergic receptor (Homo sapiens), P07550; beta-arrestin recruitment to beta2AR, cell-based reporter; Potency, µM (top dose mostly 46.1 µM), for the others: top-dose activation, most hits filed as activators; 330,000 tested, 0.02% active; AID 492947, 2010;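 further: potency means the concentration at half of the fitted maximal effect; 0% = DMSO controls and full agonism = EC100 isoproterenol or metaproterenol; nearly all actives have a fitted effect of over 65% in size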
# Target sequence (P07550 whole entry, looked up): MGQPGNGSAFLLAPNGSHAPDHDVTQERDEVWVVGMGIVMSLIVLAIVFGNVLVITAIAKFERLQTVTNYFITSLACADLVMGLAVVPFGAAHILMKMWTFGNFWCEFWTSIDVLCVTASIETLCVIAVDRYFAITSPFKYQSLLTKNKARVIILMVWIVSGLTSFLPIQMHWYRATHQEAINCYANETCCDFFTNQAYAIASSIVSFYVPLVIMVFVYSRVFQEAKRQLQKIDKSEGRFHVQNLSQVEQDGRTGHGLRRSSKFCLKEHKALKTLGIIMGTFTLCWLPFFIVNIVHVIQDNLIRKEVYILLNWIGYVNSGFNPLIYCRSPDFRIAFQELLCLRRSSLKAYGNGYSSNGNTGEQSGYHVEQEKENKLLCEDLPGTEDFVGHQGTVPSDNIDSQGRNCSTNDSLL
# KCNH2 3.1 inh – qHTS for Inhibitors of KCHN2 3.1: Mutant qHTS; U2OS KCNH2 3.1, thallium flux FluxOr; hits give low values; Potassium voltage-gated channel subfamily H member 2, brain isoform KCNH2 3.1 (human); activity change, % (tested at about 1.8 µM); 340,000 tested, 0.95% active; AID 720553, 2013;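 active means maximum activity change below -70%; inconclusive means maximum activity change from -70% to -50%; inactive means maximum activity change above -50%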;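 further: thallium influx rate constant from kinetic fluorescence after stimulation buffer; on the % scale 0 is the no-effect control and ±100 the full control effect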
#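 Measured as rate of thallium-driven FluxOr signal in transduced U2OS cells carrying the 3.1 channel, read kinetically for 2 min upon stimulation; values are rate constants scaled to DMSO control wells.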
# TRPV1 agonist – HTS Assay for Compounds that Act as Agonists of the Vanilloid Receptor 1; AID 540275, 2011; 320,000 tested, 0.19% active; TRPV1-expressing cells, Fluo-8 calcium influx, agonist mode; activation, % at 8.33 µM; Transient receptor potential cation channel subfamily V member 1 (Homo sapiens), Q8NER1; in the data active means activation above about 80%; inconclusive means between about 30% and that limit; further: 0% is about no effect
#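 TRPV1-expressing cells were cultured overnight at 35.5C and loaded with Fluo-8 calcium dye for 40 to 90 min at room temperature. After a 10 s baseline, compound was added and calcium influx was read kinetically for 3 min (ex 480/em 520 nm).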
# MLL CXXC-DNA inh – qHTS Fluorescence Polarization Assay for Inhibitors of MLL CXXC domain - DNA interaction. AID 2662, 2010. Histone-lysine N-methyltransferase 2A (Homo sapiens), Q03164. MLL-CXXC / FITC-HOXA9 DNA fluorescence polarization. 290,000 tested, 0.037% active. Potency, µM (highest dose often 115 µM), without a hit: top-dose activity change, negative = inhibition, hits mostly inhibitors; active means well fitted inhibition curve with a large enough effect in the polarisation, with a control signal flat, not every such curve was filed as active; inconclusive means small, poorly fitted or top-dose-only effect, or effect the other way, or a change in a side signal; inactive means no such curve, though single readings can be large or run the other way; the % refers to the polarisation; further: potency means the concentration at half of the fitted maximal effect
#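 Steps: dispense CXXC domain solution (7 uM) → pin compounds or unlabeled HOX-A9 DNA control → 5 min ambient → add FLSN-HOX-A9 solution (50 nM) → spin → 30 min ambient → fluorescence polarization. Tris pH 7.5/NaCl/DTT/BSA buffer.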
# FBPA coupling cs – qHTS Assay for Inhibitors of Fructose-1,6-bisphosphate Aldolase from Giardia Lamblia: Coupling assay counterscreen. coupling enzyme system counterscreen, AmpLite Red fluorescence. activity change, negative = inhibition, % at 58.2 µM, hits read low. 290,000 tested, 0.67% active; in the data active means activity change below about -30%; further: on the % scale 0 is the no-effect control and ±100 the full control effect
#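 First, compound is pin-transferred into glyceraldehyde-3-phosphate coupling-enzyme reagent at 57.5 uM final and held 10 min at RT. Next, substrate, coupling system and AmpLite Red are added. After 20 min RT, fluorescence (525/598 nm) is read.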
# Menin-MLL TR inh – qHTS Assay for Inhibitors Targeting the Menin-MLL Interaction in MLL Related Leukemias: Competition With Texas Red Labeled MLL-derived Mutant Peptide; 270,000 tested, 0.23% active; Potency, µM (series often up to 61.6 µM), inactives show at the top dose FP activity change, negative = inhibition, usual class: inhibitors; O00255; Menin + Texas Red MLL mutant peptide, fluorescence polarization; active means well fitted inhibition curve with a large enough effect in the polarisation, with a control signal flat, not every such curve was filed as active; inconclusive means small, poorly fitted or top-dose-only effect, or effect the other way, or a change in a side signal; inactive means no such curve, though single readings can be large or run the other way; the % refers to the polarisation; further: potency means the concentration at half of the fitted maximal effect; % of control where 0% means no effect; many of its hits are not listed in these tables
# GALK inhibitor – qHTS Assay for Inhibitors of Human Galactokinase (GALK); 270,000 tested, 0.007% active; Purified GALK, Kinase-Glo residual ATP luminescence; Potency, µM (series often up to 57.5 µM), for the others: at the top dose activity change, negative = inhibition, most hits filed as inhibitors; further: potency means the concentration at half of the fitted maximal effect; on the % scale 0 is the no-effect control and ±100 the full control effect
#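 The enzyme phosphorylates galactose (100 uM) using ATP (35 uM); inhibition is detected as higher residual ATP, quantified by bioluminescence after 1 h reaction at room temperature, pH 8.0.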
# USP2a block – qHTS Assay for Inhibitors of Ubiquitin-specific Protease USP2a Using CHOP2 as the Reporter | Potency, µM (doses to about 38.3 µM), for inactives: at the highest dose activity change, negative = inhibition, hits mostly inhibitors | USP2 core, Ub-CHOP2 coupled fluorogenic reporter, 485/531 | 330,000 tested, 0.01% active | Ubiquitin carboxyl-terminal hydrolase 2 (Homo sapiens), O75604;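 further: potency means the concentration at half of the fitted maximal effect; plate controls were DMSO wells for no effect and full inhibition by NEM control for full effect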
#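 Cell-free coupled assay: 10nM USP2 core preincubated 30min RT with compound in Tris-HCl pH 8.0/CaCl2/CHAPS buffer, then 25nM Ub-CHOP2 and 25nM reporter substrate; fluorescence (Ex 485/Em 531) read after 60min RT, normalized to NEM inhibition, concentration-response curves fitted.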
# * marks the source's active call; other numbers are inactive results; ? = inconclusive; . = not tested or not shown; [ ] = another dose, or the depositor's remark. Unless noted, the call rests on the fitted dose curve; in most records, active means well fitted curve in the direction sought with a large enough effect; inconclusive means small, poorly fitted or top-dose-only effect, or another doubt; inactive means no such curve, though single readings can be large; an effect the other way counts as inactive or inconclusive. This is a subset; the hit share may differ from the screen's.
no.	SMILES	Giardia kill	KCNH2 WT inh	PKM2 act	B2AR arrestin	KCNH2 3.1 inh	TRPV1 agonist
1	Cc1onc(C(=O)Nc2ccc3c(c2)OCO3)c1[N+](=O)[O-]	-21	10	.	-0.8%	1	20
2	COc1ccc(OC)c(S(=O)(=O)n2cnc3ccccc32)c1	-17	12	0%	0.1%	0	22
3	Fc1ccccc1NC(=S)N1CCN(C/C=C/c2ccccc2)CC1	-4	2	-4%	-0.7%	-4	7
4	Cc1cccc(S(=O)(=O)C(C#N)c2nc3ccccc3nc2N2CC(C)OC(C)C2)c1 (stereo not given)	-8	24	?	.	?	3
5	O=C1CCCCN1CCC(=O)N1CCCC(Nc2ccccc2)C1 (stereo not given)	-24	3	.	0.5%	-5	0
6	O=S(=O)(c1ccccc1)n1c(C(O)c2ccccn2)cc2ccccc21 (stereo not given)	26	4	13%	-2.0%	0	2
7	Cc1ccc(S(=O)(=O)N(CC(O)CN2C(=O)NC(C)(C)C2=O)c2ccccc2)cc1 (stereo not given)	31[activator]	11	1%	-0.4%	-9	5
8	O=C(N/N=C/c1ccc([N+](=O)[O-])o1)c1ccncc1	5	-3	7%	0.6%	-5	8

no.	MLL CXXC-DNA inh	FBPA coupling cs	Menin-MLL TR inh	GALK inhibitor	USP2a block
1	36%[activator]	.	.	1%	4%
2	3%	0	13%	0%	-1%
3	2%	2	5%	1%	-2%
4	-1%	3	?	0%	.
5	29%	0	0%	-7%	9%
6	11%	-1	-3%	0%	0%
7	2%	3	-32%	.	-1%
8	-1%	-3	.	0%	9%

# Other structures follow.
no.	SMILES	Giardia kill	KCNH2 WT inh	PKM2 act	B2AR arrestin	KCNH2 3.1 inh	TRPV1 agonist
9	Cc1ccc(OCC(=O)N/N=C/c2cccn2C)cc1	1	-10	-2%	0.4%	-11	-2
10	Cc1cc(NC(=O)CSCC(=O)Nc2cc(C(F)(F)F)ccc2N2CCCC2)no1	-17	4	.	-0.1%	6	8
11	CC(C)COC(=O)N1CCN(S(=O)(=O)c2ccc3c(c2)CCC3)CC1	3	1	.	0.0%	-2	25
12	CC(NC(=O)c1ccccc1F)C(=O)O (stereo not given)	-9	1	0%	-0.8%	5	-4
13	Cc1cc(=O)oc2c3c(cc(OCC(=O)Nc4ccc(CCO)cc4)c12)OC(C)(C)CC3	?	1	3%	0.2%	-1	26
14	Cc1ccc(NC(=O)c2ccc(NCC3CCCO3)c([N+](=O)[O-])c2)cc1Cl (stereo not given)	2	-3	7%	0.0%	-21	3
15	O=C(COC(=O)c1ccccc1)Nc1ccc(Cl)cn1	16	2	-1%	-0.5%	-1	2
16	CCc1nnc(NC(=O)C2CC(=O)N(c3ccc4c(c3)OCCO4)C2)s1 (stereo not given)	-8	3	-4%	-0.5%	-13	3

no.	MLL CXXC-DNA inh	FBPA coupling cs	Menin-MLL TR inh	GALK inhibitor	USP2a block
9	4%	0	12%	-4%	2%
10	.	.	.	.	-2%
11	.	.	.	.	1%
12	-5%	1	-10%	2%	1%
13	8%	1	9%	.	4%
14	41%[activator]	0	33%[activator]	-3%	1%
15	15%	4	14%	1%	3%
16	11%	1	0%	0%	3%

# Continued.
no.	SMILES	Giardia kill	KCNH2 WT inh	PKM2 act	B2AR arrestin	KCNH2 3.1 inh	TRPV1 agonist
17	CSc1nc2nc3c(c(=O)n2[nH]1)CN(Cc1ccccc1)CC3	-9	-7	0%	0.0%	3	0
18	CCS(=O)(=O)N1CCC(C(=O)Nc2cccc(F)c2)CC1	19	-1	-13%[11.5 µM]	-0.3%	2	-3
19	Cc1ccc(NS(=O)(=O)c2cccs2)cc1S(=O)(=O)N1CCCCCC1	-4	4	-2%	-0.1%	-28	0
20	COc1cc(S(=O)(=O)NCC2CCCO2)ccc1Br (stereo not given)	13	-10	8%	0.2%	7	1
21	CCN(CC)S(=O)(=O)c1ccc(N2CCOCC2)c(NC(=O)Cc2ccccc2F)c1	-4	0	-6%	-0.3%	-5	12
22	OCCC1CN(CC#Cc2ccccc2)CCN1C1CCCC1 (stereo not given)	4	12	-3%	0.2%	8	1
23	C=CC[C@@H](CC(=O)OC(C)(C)C)C(=O)OC[C@@H]1CCCN1C(=O)[C@@H](CC=C)CC(=O)N[C@H](CO)Cc1ccccc1	-10	3	.	0.0%	3	.
24	Fc1ccc(NC(=S)N2CCCC2)cc1Cl	14	7	-4%	0.0%	-10	13

no.	MLL CXXC-DNA inh	FBPA coupling cs	Menin-MLL TR inh	GALK inhibitor	USP2a block
17	-11%	-3	-17%	-2%	2%
18	-5%	5	9%	8%	1%
19	1%	5	20%	0%	-2%
20	8%	4	-5%	1%	-2%
21	-2%	0	9%	1%	0%
22	-8%	-2	-7%	0%	0%
23	.	.	.	.	0%
24	-3%	4	1%	1%	2%

# Continued.
no.	SMILES	Giardia kill	KCNH2 WT inh	PKM2 act	B2AR arrestin	KCNH2 3.1 inh	TRPV1 agonist
25	O=S(=O)(NCc1ccccc1)c1ccccc1NCc1ccc(Cl)cc1	0	-7	.	-0.5%	-26	.
26	CCOC(=O)N1CCN(C(=O)c2ccc(Cl)c(S(=O)(=O)N3CCCC3)c2)CC1	20	-8	-5%	0.1%	.	1
27	CCOc1ccc(OCC)c(NC(=O)CN(C)S(=O)(=O)c2cnc[nH]2)c1	19	2	0%	0.3%	-3	1
28	O=C(Nc1ccc(CN2CCOCC2)cc1)c1ccc(N2CCCC2)c([N+](=O)[O-])c1	10	-3	-20%	-0.2%	14	12
29	O=c1c2c3c(sc2nc2n1CCC2)CCCC3	23	-14	10%	-0.3%	0	29
30	CCOC(=O)c1c(CSc2cccs2)n(C)c2cc(Br)c(O)c(CN(C)C)c12	45[activator]	4	-1%	-1.1%	1	14
31	CCOc1ccccc1N1CCN(Cc2ccco2)CC1	-6	-2	-8%	0.0%	15	-3
32	Cc1ccc(N2C(=O)c3ccccc3C2=O)cc1	26	12	-1%	-0.4%	2	3

no.	MLL CXXC-DNA inh	FBPA coupling cs	Menin-MLL TR inh	GALK inhibitor	USP2a block
25	.	.	.	.	-1%
26	5%	.	.	-2%	4%
27	21%	2	3%	2%	0%
28	-8%	0	6%	11%	3%
29	-4%	1	.	-2%	4%
30	-5%	-6	-14%	5%	-5%
31	1%	6	-12%	0%	2%
32	-6%	2	.	.	0%

# An excerpt from above, showing only TRPV1 agonist and USP2a block:
cpd	Compound	TRPV1 agonist	USP2a block
23	C=CC[C@@H](CC(=O)OC(C)(C)C)C(=O)OC[C@@H]1CCCN1C(=O)[C@@H](CC=C)CC(=O)N[C@H](CO)Cc1ccccc1	.	0%
24	Fc1ccc(NC(=S)N2CCCC2)cc1Cl	13	2%
25	O=S(=O)(NCc1ccccc1)c1ccccc1NCc1ccc(Cl)cc1	.	-1%

# The list goes on:
no.	SMILES	Giardia kill	KCNH2 WT inh	PKM2 act	B2AR arrestin	KCNH2 3.1 inh	TRPV1 agonist
33	COc1ccc(OC)c(CCNC(=O)CC2(CC3=NS(=O)(=O)c4ccccc4N3)CCCC2)c1	-29	0	2%	0.5%	18	3
34	CCOC(=O)C1(CC2CC2)CCN(Cc2cn(C)c3ccccc23)CC1	8	-2	2%	0.4%	.	6
35	CCO[C@@H]1OC(C(=O)NCc2nc3ccccc3[nH]2)=C[C@H](c2csc3ccccc23)[C@H]1CCCO	0	.	-3%	-0.7%	.	-1
36	COc1ccc(OC)c(NC(=O)c2ccc3c(c2)CCN3S(C)(=O)=O)c1	-17	5	0%[11.5 µM]	11%	6	28
37	CCOc1ccccc1NC(=O)CSc1nnc2ccc(-c3cccnc3)nn12	16	-6	4%	0.4%	2	0
38	c1ccc2sc(N3CCCN(Cc4nc(-c5cnccn5)no4)CC3)nc2c1	-3	-4	3%	-0.7%	11	1

no.	MLL CXXC-DNA inh	FBPA coupling cs	Menin-MLL TR inh	GALK inhibitor	USP2a block
33	0%	0	11%	.	-1%
34	16%	2	-7%	-2%	8%
35	-1%	-2	4%	0%	-6%
36	3%	0	-1%	3%	1%
37	-2%	-1	1%	1%	5%
38	-19%	-3	11%	0%	5%
